Screens from PubChem.
GASC-1 inh = inhibitors of GASC-1 histone demethylase, primary screen, biochemical, fluorescence, DELFIA europium; 330,000 tested, 0.069% active; GST-JMJD2C(1-420) H3K9me3 demethylation; inhibition, % at 2.35 µM; Lysine-specific demethylase 4C (Homo sapiens), Q9H3R0; AID 2099, 2009;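 active means more than half of a compound's replicate wells show inhibition beyond 50%, single wells judged on their own value; inconclusive means some, but no more than half, of replicates pass 50% inhibition; inactive means no replicate passes 50% inhibition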;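 further: signal counts dimethyl H3K9 product captured on neutravidin plate; 0% = median of DMSO wells and 100% = 0.3 times that DMSO median; strong numbers were not always called active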
Target sequence (Q9H3R0 1-420 limits assumed): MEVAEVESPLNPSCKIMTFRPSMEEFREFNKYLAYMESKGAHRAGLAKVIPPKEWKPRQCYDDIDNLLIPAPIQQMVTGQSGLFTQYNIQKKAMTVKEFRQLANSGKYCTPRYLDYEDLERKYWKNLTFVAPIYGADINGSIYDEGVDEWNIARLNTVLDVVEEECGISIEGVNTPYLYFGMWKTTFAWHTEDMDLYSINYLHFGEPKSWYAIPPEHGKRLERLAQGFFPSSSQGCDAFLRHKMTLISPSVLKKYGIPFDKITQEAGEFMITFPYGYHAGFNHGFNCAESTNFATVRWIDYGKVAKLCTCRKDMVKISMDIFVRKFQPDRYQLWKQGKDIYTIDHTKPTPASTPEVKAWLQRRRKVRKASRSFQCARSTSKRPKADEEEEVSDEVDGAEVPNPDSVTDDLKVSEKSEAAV
TPT1 inhibitor = Candida albicans TPT1 enzyme inhibitors, primary screen, biochemical, fluorescence polarization; inhibition, % at 5 µM; recombinant caTPT1, FP RNA substrate dephosphorylation; 300,000 tested, 0.81% active;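 active means inhibition above the mean of all tested compounds plus 3 SD, set per screening campaign, cut at about 24% in these data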;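 further: plate controls were DMSO alone for no effect and ferristatin control at 100 nM for full effect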
ZTA DNA inh = blocks Epstein-Barr virus ZTA, an EBNA-1 counter-screen; AID 2234; 320,000 tested, 0.15% active; ZTA-DNA binding, fluorescence polarization; inhibition, % at 11 µM; in the data active means inhibition above about 33%
EBNA-1 inh = EBNA-1 DNA-binding inhibitors, primary screen, biochemical, fluorescence polarization; AID 1950, 2009; inhibition, % at 14.8 µM; 300,000 tested, 0.34% active; in the data active means inhibition above about 28%
PP1 counter = PP1-alpha phosphatase inhibitors, primary screen, counter-screen for PP5 inhibitor project, biochemical, fluorescence, OMFP substrate, single point | AID 2235, 2010 | 320,000 tested, 0.9% active | purified PP1alpha | inhibition, % at 6.7 µM | Serine/threonine-protein phosphatase PP1-alpha catalytic subunit (Homo sapiens), P62136;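 active means inhibition above the mean inhibition of all tested compounds plus 3 SD, computed separately for each screening campaign, cut at about 15% in these data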
HCV core dimer = inhibitors of HCV core protein dimerization, primary screen, biochemical, TR-FRET, high-throughput. TR-FRET GST/Flag-core106 dimerization, 1536-well. inhibition, % at 5 µM. 300,000 tested, 0.33% active;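 active means inhibition above the mean of all tested compounds plus 3 SD, set per screening campaign, cut at about 45% in these data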
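System – GST-tagged and Flag-tagged HCV core protein residues 1-106 · Repeats – one well for each compound · Technique – TR-FRET 671 and 617 nm emission · Doses – one concentration, 5 µM, in 0.5% DMSO · Times – 4 h, 22.5 °C incubation · Also added – Eu donor and XL665 acceptor anti-tag antibodies · Measure – percent inhibition of core106 dimerization signal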
PP5 inh = PP5 phosphatase inhibitors, primary screen, biochemical, fluorescence; Serine/threonine-protein phosphatase 5 (Homo sapiens), P53041; purified PP5c, OMFP substrate fluorescence; inhibition, % at 6.7 µM; 320,000 tested, 0.18% active; AID 1987, 2009;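 active means inhibition above the campaign's mean inhibition across all tested compounds plus 3 SD, cut at about 9.5% in these data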;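 further: 0% = DMSO only and 100% = 100 µM cantharidin control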
Target sequence (P53041 whole entry, looked up): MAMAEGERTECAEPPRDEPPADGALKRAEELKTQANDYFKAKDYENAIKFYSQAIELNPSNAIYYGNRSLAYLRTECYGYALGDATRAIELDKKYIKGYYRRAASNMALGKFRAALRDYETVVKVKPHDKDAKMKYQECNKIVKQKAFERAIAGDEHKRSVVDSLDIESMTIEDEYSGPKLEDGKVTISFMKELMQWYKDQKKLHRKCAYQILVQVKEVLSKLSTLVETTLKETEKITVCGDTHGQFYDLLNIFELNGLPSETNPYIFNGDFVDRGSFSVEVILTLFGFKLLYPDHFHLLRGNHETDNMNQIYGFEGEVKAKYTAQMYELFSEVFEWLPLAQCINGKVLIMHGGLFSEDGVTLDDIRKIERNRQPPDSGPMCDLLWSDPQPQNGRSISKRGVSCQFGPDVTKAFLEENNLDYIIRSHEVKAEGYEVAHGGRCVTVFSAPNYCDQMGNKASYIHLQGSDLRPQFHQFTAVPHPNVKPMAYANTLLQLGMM
Yeast superoxide = reduction of superoxide in aged yeast, primary screen, HTS; S. cerevisiae aged cells, superoxide DHE fluorescence; stronger effect = lower value; superoxide response (% of plate mean), % at 10 µM; 330,000 tested, 0.18% active; AID 2690, 2010;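 active means superoxide response under a set limit, about three screen SD below normal, cut at about 65% in these data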;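 further: yeast aged for seven days with compound at 30 °C before DHE staining; 100% = average MFI of all compound-treated wells on the plate with controls excluded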
CTSL1 counter = Fasciola hepatica cathepsin L1 inhibitors, primary screen, counter-screen for PFM18AAP inhibitor project, biochemical, QFRET, fluorogenic peptide substrate; inhibition, % at 5.96 µM; 300,000 tested, 0.49% active; recombinant F. hepatica cathepsin L1, Z-Leu-Arg-MCA fluorescence;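 active means inhibition above the mean of all tested compounds plus 3 SD, set per screening campaign, cut at about 17% in these data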;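 further: 0% = plate median of test compound wells and 100% = 1 µM Z-Phe-Ala-diazomethylketone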
* hit, by the source's call; ? = inconclusive; / = not tested or not shown. This is a subset, so the mix of outcomes need not match the whole.

#	compound	GASC-1 inh	TPT1 inhibitor	ZTA DNA inh	EBNA-1 inh	PP1 counter	HCV core dimer	PP5 inh	Yeast superoxide	CTSL1 counter
1	O=S(=O)(c1ccccc1)N1CCCCC1c1cccnc1 (stereo unspecified)	5	-4	-5	1	2	-3	0.8	90	-4
2	O=C1C2CCCN2C(c2cccc(Cl)c2)N1c1ccccn1 (stereo unspecified)	5	5	10	3	-7	-2	-0.1	98	-1
3	O=C(c1cccc2ccccc12)C1CCCN(C2CCC2)C1 (stereo unspecified)	17	-6	5	7	-5	-2	-0.5	93	-1
4	NC(=S)/N=C/c1c(O)[nH]c(=O)[nH]c1=O	6	16	-2	-9	-4	1	-0.3	81	-1
5	CCOC(=O)Cn1cc(C(=O)c2ccccc2F)c2ccccc21	-3	0	0	-7	4	0	0.7	102	-1
6	COc1ccc(CCNC2CCCCC2)cc1	21	3	-9	0	-1	1	-2.3	109	2
7	CCN1C[C@]2(C)CC[C@H](O)[C@]34C1[C@H](C[C@H]23)[C@@]1(O)C[C@H](OC)[C@H]2C[C@@H]4[C@@H]1C2O (stereo partly specified)	/	0	-9	-10	3	6	1.4	111	0
8	CCN1CC=C(c2c[nH]c3ccccc23)CC1	-1	2	14	0	-3	-5	-0.4	114	0
9	Cc1cc2c(s1)NC(=O)CN=C2c1cccs1	8	0	2	3	1	-3	2.6	100	-2
10	CC1CN(O)C2CCc3c(no[n+]3[O-])C12O (stereo unspecified)	17	-1	8	-4	0	-1	-1.4	89	3
11	COc1ccc(OCC(=O)N2CCN(Cc3nc4cc([N+](=O)[O-])ccc4n3C)CC2)cc1	0	-2	8	2	-2	8	-1.1	92	1
12	CCCCCn1c(=O)c(C(=O)Nc2cccc(C)n2)c(O)c2ccccc21	-13	2	-13	-22	-4	-5	1.0	98	-2

A section of the results above:
#	compound	GASC-1 inh	TPT1 inhibitor	ZTA DNA inh	EBNA-1 inh	PP1 counter	HCV core dimer	PP5 inh	Yeast superoxide	CTSL1 counter
4	NC(=S)/N=C/c1c(O)[nH]c(=O)[nH]c1=O	6	16	-2	-9	-4	1	-0.3	81	-1
5	CCOC(=O)Cn1cc(C(=O)c2ccccc2F)c2ccccc21	-3	0	0	-7	4	0	0.7	102	-1

More entries follow:
#	compound	GASC-1 inh	TPT1 inhibitor	ZTA DNA inh	EBNA-1 inh	PP1 counter	HCV core dimer	PP5 inh	Yeast superoxide	CTSL1 counter
13	COC(=O)C1=C(c2ccc(Cl)c(C(F)(F)F)c2)C[C@@H]2CC[C@H]1N2C(=O)NCCCOC(C)C	/	/	-3	/	-1	/	1.1	90	/
14	CCOC(=O)C(=CNc1ccc(C(O)(C(=O)OCC)C(F)(F)F)cc1C)C(=O)OCC (stereo unspecified)	6	-2	-3	4	1	3	2.8	99	5
15	CCCNC1=C(C)C(=O)C2=C(C1=O)C(COC(N)=O)[C@]1(OC)C3NC3CN21 (stereo partly specified)	24	0	-2	-13	-3	-41	-2.7	163	3
16	CCN1CCN(C(=O)COc2ccc(S(=O)(=O)Nc3ccc(Cl)cc3)cc2)CC1	-12	-2	13	-1	-3	-2	-0.9	93	3
17	Cc1ccc(C2N(c3ccccn3)C(=O)C3CCCN32)o1 (stereo unspecified)	-1	3	15	-1	-12	-3	2.5	96	-3
18	Cc1cc(Oc2ccc(C(F)(F)F)cc2[N+](=O)[O-])c2c3c(c(=O)oc2c1)CCC3	9	-2	-4	-11	-3	-1	1.5	95	-2
19	Clc1ccc2c(c1)C(c1ccccc1Cl)=NCc1nnc(Br)n1-2	2	-2	-7	-15	3	0	2.1	100	1
20	Cc1cc(C)n(-c2ccc(NN=C(C#N)C#N)cc2)n1	-3	-3	-20	1	5	-3	4.2	108	-4
21	O=c1[nH]c(=S)n(Cc2ccc(F)cc2)c(O)c1C=NCc1ccc2c(c1)OCO2	3	0	-3	6	-2	0	1.2	99	2
22	CCCCCCn1c(=O)c(C(=O)Nc2ncccc2O)c(O)c2ccccc21	-7	1	-9	-13	-3	8	3.2	89	1
23	NCCc1ccccn1	0	-1	4	14	-1	-4	0.2	94	-4
24	COC(=O)C1=C(c2cccc(OCc3ccccc3)c2)C[C@@H]2CC[C@H]1N2C(=O)NCc1ccc2[nH]ccc2c1	/	/	7	/	4	/	3.0	87	/
25	C=C1[C@H]2C[C@H]3[C@H]4N5C[C@]6(C)CCC[C@]47[C@H]([C@H]2O)[C@]3(C[C@]5(O)[C@H]67)[C@@H]1O	5	-2	0	-1	-4	0	2.4	84	1
26	O=C1NC(=O)N(c2ccccc2)C(=O)/C1=C\c1ccc([N+](=O)[O-])s1	6	17	-2	3	0	2	2.1	111	-1
27	CSc1nc(N2CCN(C)CC2)c2ccccc2n1	-11	2	19	-4	-7	-3	-1.0	108	-7
28	CC(=O)Nc1cc([As](=O)(O)O)ccc1O	6	3	8	-11	-1	-10	-1.9	103	3
29	Cn1cnnc1Sc1cc(N2CCNCC2)ccc1[N+](=O)[O-]	3	-3	-10	8	-3	-8	2.4	82	0
30	CC(=O)N1CCN(c2ccc(N=Cc3c(O)n(-c4ccc(Cl)cc4)c(=O)[nH]c3=O)cc2)CC1	0	15	6	-7	-1	30	-0.3	105	0
31	O=C(CCC(=O)N1C[C@H]2C[C@@H](C1)c1cccc(=O)n1C2)NCc1cccc(C(F)(F)F)c1	?	-2	0	0	-3	0	-2.2	96	3
32	CCCCCCOC(=O)c1ccccc1N	89	1	-9	-5	-1	0	3.0	87	9
33	CSc1ccc(CN2CCN(C(=O)COc3ccc(C)cc3)CC2)cc1	-1	-8	8	0	-6	2	-0.2	100	-2
34	Cc1cc(Cl)ccc1OCC(=O)O	-14	-1	4	0	-2	1	1.3	113	0
35	CCn1c(=N)n(Cc2ccccc2F)c2ccccc21	-13	-4	3	3	-2	-9	-1.0	98	-1
36	Cc1ccc(N2C(=O)NC(=O)/C(=C\c3cn(CC(=O)O)c4ccccc34)C2=O)cc1	7	10	7	3	4	2	-0.5	104	2
37	C=C(C=O)CC1CC(O)[C@]2(C)OC3CC4OC5C[C@]6(C)O[C@]7(C)CCC8OC9C[C@]%10(C)OC%11C(C)=CC(=O)OC%11CC%10OC9C[C@@H](C)C8OC7CC6O[C@]5(C)CC5OC5C4OC3CC2O1 (stereo partly specified)	-2	0	5	6	-3	49*	3.0	97	4
38	O=C1Nc2ccccc2C1Cc1nc2ccccc2c(=O)n1-c1ccccc1 (stereo unspecified)	-4	2	-8	-4	2	6	1.7	120	0
39	COCCCN=Cc1c(O)[nH]c(=S)[nH]c1=O	-7	-2	14	3	-3	3	-1.0	88	3
40	COCCCN1Cc2ccccc2C1=N	-1	-1	9	9	-3	-5	-0.8	94	1
41	CC(=O)Nc1ccc([As](=O)(O)c2ccc([N+](=O)[O-])cc2)cc1	6	0	-12	-4	0	-3	0.7	97	9
42	COC(=O)C1=C(c2ccc(F)cc2OCc2ccccc2)C[C@@H]2CC[C@H]1N2C(=O)N1CCCC1	-3	/	5	/	5	/	-0.6	107	/
43	C[C@]12CC[C@H]3C(CCC4(O)CC(O)CC[C@]34C=O)C1=CC[C@H]2c1ccc(=O)oc1 (stereo partly specified)	-19	-3	-7	11	0	7	2.2	97	7
44	c1ccc(CC2CCCCN2)cc1 (stereo unspecified)	-1	0	-20	-14	0	-5	2.8	100	-6
45	CC(=Nc1ccccc1N)c1c(O)n(C)c(=O)[nH]c1=O	-5	2	1	-3	-2	0	3.0	94	-1
46	CN1CCN(c2ccc(Cl)cc2N)CC1	9	-2	13	1	0	-2	-2.6	101	-1
47	CCOc1ccc(-c2cc(C)[n+](CCO)c(-c3ccc(OCC)cc3)c2)cc1	6	-1	2	3	0	1	1.5	89	0
48	CN1CCN(C(=O)COc2ccc(S(=O)(=O)NC3CCCCC3)cc2Cl)CC1	7	0	16	1	-2	-10	2.1	101	2
49	COc1ccc(C(C)=O)cc1CC(C(=O)c1ccc(F)cc1)N(C)C (stereo unspecified)	-2	-1	-11	8	-1	8	2.9	84	-1
50	COC(=O)C1=C(c2cc3ccccc3s2)C[C@@H]2CC[C@H]1N2C(=O)N1CCCC1	-2	0	2	5	0	8	0.1	99	-1
51	CCOC(=O)C1CCN(/C=C2/C(=O)NC(=O)N(c3cccc(C)c3C)C2=O)CC1	-4	6	-9	-4	-4	8	1.9	107	-2
52	Cc1cccc(C(=O)Nc2ccc(Cl)cc2C(=O)c2ccccc2)c1	-11	-4	-31	-3	1	3	2.0	89	-4
53	COC(=O)C1=C(c2ccc(S(C)(=O)=O)cc2)C[C@@H]2CC[C@H]1N2C(=O)N1CCCCC1	-2	0	-6	-5	1	-1	1.0	105	3
54	CCOc1ccccc1Oc1coc2cc(OC(=O)N(C)C)ccc2c1=O	-16	-4	2	1	1	1	-0.2	109	2
55	COc1ccc(CCN)cc1O	4	1	18	4	-6	7	-1.0	95	4
56	COc1ccccc1CCNC1CCCC(C)C1 (stereo unspecified)	2	2	12	11	-1	-4	-0.9	85	0
57	CC(C)CCCn1c(O)c(/C=C2/C=CC=N2)c(=O)[nH]c1=O	2	17	-7	8	3	-2	-1.7	92	8
58	CCOC(=O)c1cc(CC)sc1/N=C/c1c(O)[nH]c(=S)[nH]c1=O	-4	16	4	-8	-2	0	1.4	87	2
59	COc1ccccc1C(=O)C1CCCN(Cc2cnc(C)s2)C1 (stereo unspecified)	0	1	-15	-4	3	2	4.1	101	5
60	CN1CCN(c2ccc([N+](=O)[O-])c3no[n+]([O-])c23)CC1	3	-90	3	-7	0	-12	1.3	141	18*
61	NC(=O)c1ccsc1NC(=O)COC(=O)Cc1ccccc1	1	/	-20	/	-2	/	3.3	102	/
62	O=C(O)Cn1cc(C=C2C(=O)NC(=O)NC2=O)c2ccccc21	1	5	3	-1	-1	15	-0.6	93	-2
63	Clc1ccccc1CNC1CN2CCC1CC2 (stereo unspecified)	-2	1	6	-6	-3	-10	1.2	103	0
64	COc1cccc(C2(C#N)CCN(C)CC2)c1	5	-3	-8	-5	0	-3	-0.1	97	-4
65	CN(C)c1ccc(/C=C/C=C/c2sc3ccccc3[n+]2C)cc1	7	5	45*	32*	-6	-15	-1.9	88	0
66	O=[N+]([O-])c1ccc(NCCCN2CCOCC2)c2ncccc12	-18	-1	-7	-13	0	-6	-1.2	109	0
67	COc1cc(/C=N/NP(=S)(c2ccccc2)c2ccccc2)ccc1O	-16	-2	11	1	-3	-3	0.2	113	0
68	CC1CN=C(Nc2cccc3ccccc23)S1 (stereo unspecified)	3	0	0	6	-1	-1	2.1	107	-25
69	CNC(=S)N/N=C1\C2CN3CCN(C2)CC1(c1ccccc1)C3	-9	0	-2	1	-1	-1	-1.1	97	-2
70	COc1ccc(N2CC2c2ccncc2)cc1 (stereo unspecified)	-8	1	-15	3	-3	-1	-0.5	95	-1
71	CCc1c(C)nc(N)nc1N1N=C1SCC(N)=O	6	1	20	12	-1	6	-0.6	101	-2
72	CC12CN3CCN(C1)CC(C)(C3)C2=NN	8	-1	20	1	-3	-1	-2.2	108	-5
